Screening results as filed in PubChem.
OX1R antag-1 = OX1R (HCRTR1) antagonists, primary screen, fluorescence, CHO/OX1R cells, Fluo-8 calcium, orexin A. AID 434989, 2010. Orexin/Hypocretin receptor type 1 (Homo sapiens), O43613. Fluo-8 calcium fluorescence. inhibition, % at 5 µM. actives 0.43% (n = 330,000);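 active = inhibition above its plate's threshold, mean inhibition of all tested compounds on the plate plus 3 SD, cut at about 37% in these data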;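 also: 0% = orexin A challenge wells and 100% = SB-334867-A antagonist wells; not every result past the cut was called active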
Target sequence (O43613 whole entry, looked up): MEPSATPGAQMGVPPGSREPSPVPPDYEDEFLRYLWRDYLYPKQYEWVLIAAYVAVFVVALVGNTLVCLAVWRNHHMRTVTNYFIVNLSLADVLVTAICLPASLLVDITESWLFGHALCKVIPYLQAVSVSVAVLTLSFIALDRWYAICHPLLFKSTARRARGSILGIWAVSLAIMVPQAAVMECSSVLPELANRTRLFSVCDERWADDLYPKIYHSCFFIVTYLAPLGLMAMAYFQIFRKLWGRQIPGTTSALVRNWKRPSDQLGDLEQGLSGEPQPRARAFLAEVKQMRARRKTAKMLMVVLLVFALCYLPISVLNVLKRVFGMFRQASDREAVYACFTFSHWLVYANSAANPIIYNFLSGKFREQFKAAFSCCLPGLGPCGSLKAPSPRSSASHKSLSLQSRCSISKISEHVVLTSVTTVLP
OX1R antag-2 = antagonists of human orexin 1 receptor (OX1R). Orexin/Hypocretin receptor type 1 (Homo sapiens), O43613. OX1R-expressing cells, FRET antagonist read-out. inhibition, % at 6.6 µM. actives 1.8% (n = 330,000). AID 485270, 2010; in the data active = inhibition mostly above about 38%, no sharp cut-off; inactive = mostly below about 40%;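 also: 0% = agonist challenge alone and 100% = reference antagonist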
CHT PAM = CHT positive allosteric modulators, primary screen, cell-based, membrane potential dye, choline EC20 | High affinity choline transporter 1 (Homo sapiens), Q9GZV3 | CHT-expressing cells; stronger effect = higher value; LV-AA mutant CHT in HEK293 cells | B-score at 10 µM | actives 0.49% (n = 310,000);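 active = initial fluorescence not abnormally high and integrated response B-score, plate-corrected, over 3 SD above library mean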
Target sequence (Q9GZV3 whole entry, looked up): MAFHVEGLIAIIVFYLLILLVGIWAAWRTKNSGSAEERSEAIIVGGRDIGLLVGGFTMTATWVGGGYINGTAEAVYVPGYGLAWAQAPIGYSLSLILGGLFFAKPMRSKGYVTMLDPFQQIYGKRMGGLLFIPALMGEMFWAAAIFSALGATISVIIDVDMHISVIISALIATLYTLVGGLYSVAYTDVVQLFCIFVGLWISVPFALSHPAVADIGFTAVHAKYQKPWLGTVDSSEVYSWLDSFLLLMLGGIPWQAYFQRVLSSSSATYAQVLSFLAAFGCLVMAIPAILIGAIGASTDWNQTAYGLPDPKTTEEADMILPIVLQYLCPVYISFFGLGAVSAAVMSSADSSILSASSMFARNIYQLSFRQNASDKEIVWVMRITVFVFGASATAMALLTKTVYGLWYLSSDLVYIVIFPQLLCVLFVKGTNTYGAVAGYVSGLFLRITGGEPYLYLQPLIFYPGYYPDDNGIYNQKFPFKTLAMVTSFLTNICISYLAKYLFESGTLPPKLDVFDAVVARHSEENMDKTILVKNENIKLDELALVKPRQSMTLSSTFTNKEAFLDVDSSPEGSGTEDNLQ
* = called active by the depositor; i = inactive; / = not tested or not shown.

SMILES	OX1R antag-1	OX1R antag-2	CHT PAM
O=C(O)c1nn(CC(=O)N2CCN(c3ccccc3)CC2)c(=O)c2ccccc12	-8	32	i
Cc1ccc(C)c(-c2nn(-c3cc(N4CCN(CCO)CC4)ccc3[N+](=O)[O-])c(=O)c3ccccc23)c1	8	-4	i
O=C(c1ccco1)N1CCN(Cc2cn[nH]c2-c2ccc(F)cc2F)CC1	-9	11	i
O=C(NCc1ccccn1)C1CC(c2ccc(F)cc2)=NO1 (centres undefined)	0	7	i
c1ccc(C2[C@H]3CN(Cc4cccnc4)[C@H](c4ccccc4)C34CC2(c2cccnc2)C4)cc1 (some centres undefined)	-33	18	i
COc1cc(C(=O)NCc2nnc(SCC(=O)Nc3cccc(C)c3)o2)cc(OC)c1OC	-22	18	i
CCC(C)[C@@H](CN)NCC1(c2ccccc2)CC1 (some centres undefined)	-15	1	/
CCN1CCN(CCCNC(=O)c2ccc3c(=O)n(CCc4ccccc4)c(=O)[nH]c3c2)CC1	-4	9	i
CC(C)N(C(=O)COC(=O)c1cncc(Br)c1)C(C)C	-11	19	i
O=C(NN1C(=O)c2ccccc2NC1c1ccco1)c1ccc([N+](=O)[O-])cc1 (centres undefined)	-3	62	i
CCCn1c(SCC(=O)Nc2ccc(F)c(Cl)c2)nc(O)cc1=O	13	4	/
COC(=O)c1cn(NC(=O)CCC2CCCC2)c(=O)c2ccccc12	-36	21	i
COc1ccc(CCNC(=O)Cn2cc(C(F)(F)F)cc(Cl)c2=O)cc1OC	-7	9	i
COC(=O)CC1C(=O)NCCN1C(=S)NC(=O)c1ccccc1[N+](=O)[O-] (centres undefined)	-6	6	i
Cn1ccnc1-c1nnn(-c2ccc(F)cc2)n1	-4	11	i
O=C(N/N=C/c1ccc2nccnc2c1)c1ccc(Br)cc1	-13	21	i
O=C(CCc1ccccc1)NCCSCc1c(F)cccc1Cl	-28	27	i
COc1ccc(CNC(=O)c2cnn3c(C(F)F)cc(C)nc23)cc1OC	6	10	i
CCOC(=O)C1=C(C)OC(N)=C(C#N)C1c1cncc(-c2ccc(F)cc2)c1 (centres undefined)	-14	11	i
COC(=O)C1N[C@@H]([C@@H](NC(=O)COc2ccccc2)C(=O)NCc2ccc(OC)cc2)SC1(C)C (some centres undefined)	-28	9	i
COc1cccc(/C=N/n2nnnc2N)c1OCc1ccccc1Cl	-2	5	i
NC(=O)N(N)c1nc(N2CCCC2)nc(N2CCCC2)n1	-2	-2	/
CCn1cc(C(=O)NCCCN(CC(C)C)CC(C)C)c(=O)c2cc(S(=O)(=O)N(C)C3CCCCC3)ccc21	-18	9	i
COc1ccc(C2=CC(c3ccc(OC)c(OC)c3)NC(=S)N2)cc1 (centres undefined)	-14	17	i
COCCNC(=O)CN(Cc1cccs1)C(=O)CCC(=O)Nc1nccs1	-15	17	i
O=C(CN1C(=O)CSc2ccccc21)Nc1ccc2c(c1)OCCO2	-17	16	i
O=C(OCCOc1ccc(Br)cc1)c1cnccn1	-17	26	i
CCc1ccc(NC(=S)NC(=O)CC(C)C)cc1	-20	11	i
COC(=O)CC(NC(=O)Nc1ccccc1F)c1ccc2c(c1)OCO2 (centres undefined)	-14	14	i
COc1ccc(Cc2nnc(N)s2)cc1	-5	11	i
CCOC(=O)C1CCN(C(=O)COC(=O)c2cc(-c3cccs3)nn2-c2ccccc2)CC1	-12	14	i
O=C(COC(=O)/C=C/c1ccc(OC(F)F)cc1)Nc1cccc(S(=O)(=O)N2CCCC2)c1	6	6	i
O=C(c1cc(-c2ccc(O)cc2)on1)N1CCCCCC1	-8	43	i
CN(CC(=O)Nc1cccc(F)c1)C(=O)c1ccc(N2CCOCC2)c([N+](=O)[O-])c1	1	15	i
COC(=O)CCN(c1ccccc1)S(=O)(=O)c1ccc(OC)cc1	-29	9	i
O=C(CCC1CCCCC1=O)c1ccccc1 (centres undefined)	-18	13	i
O=C(CN1CCCCC1)NC1CCc2cc3c(cc21)CCC3 (centres undefined)	-17	19	i
CCSc1nnc(C)n1-c1ccc(C(=O)O)cc1	2	2	i
Cc1ccc2c(c1)-n1c(nc3cc(Cl)ccc3c1=O)C(CC(C)C)NC2=O (centres undefined)	-16	5	/
CC(Oc1ccccc1)C(=O)N1CCN=C1SCc1ccccc1 (centres undefined)	-8	3	i

Copied from the listing (seven entries):
SMILES	OX1R antag-1	OX1R antag-2	CHT PAM
CN(CC(=O)Nc1cccc(F)c1)C(=O)c1ccc(N2CCOCC2)c([N+](=O)[O-])c1	1	15	i
COC(=O)CCN(c1ccccc1)S(=O)(=O)c1ccc(OC)cc1	-29	9	i
O=C(CCC1CCCCC1=O)c1ccccc1 (centres undefined)	-18	13	i
O=C(CN1CCCCC1)NC1CCc2cc3c(cc21)CCC3 (centres undefined)	-17	19	i
CCSc1nnc(C)n1-c1ccc(C(=O)O)cc1	2	2	i
Cc1ccc2c(c1)-n1c(nc3cc(Cl)ccc3c1=O)C(CC(C)C)NC2=O (centres undefined)	-16	5	/
CC(Oc1ccccc1)C(=O)N1CCN=C1SCc1ccccc1 (centres undefined)	-8	3	i

Going on with the list.
SMILES	OX1R antag-1	OX1R antag-2	CHT PAM
CS(=O)(=O)N(CC(=O)NCc1ccc2c(c1)OCO2)Cc1ccc(Cl)cc1	-7	13	i
CCCCNC(=O)c1cc([N+](=O)[O-])[nH]n1	2	20	i
O=C(CN1C(=O)c2cccc3cccc(c23)C1=O)NCCCO	-5	57*	i
CCOC(=O)N1CCN(S(=O)(=O)c2ccc(F)c(C(=O)Nc3cccc(Cl)c3C)c2)CC1	-20	10	i
O=C(O)c1nccnc1C(=O)Nc1ccccc1N1CCOCC1	-13	28	i
CCOc1ccccc1NC(=O)C(NCC1CCCCC1)c1ccccc1 (centres undefined)	-30	7	i
COc1ccc2sc(NC(=O)CC(C)C)nc2c1	0	9	i
C/C=C(/C)C(=O)O[C@@H]1[C@H](OC(=O)C=C(C)C)c2c(ccc3ccc(=O)oc23)OC1(C)C	-24	18	i
CC1CCCCC1N1CN=C(Nc2nc3ccccc3s2)NC1 (centres undefined)	-13	6	i
O=C(NC1CCCCC1)C(=S)N1CCOCC1	-12	7	i
Cc1ccc(C)c(NC(=O)COc2cccc3c2CCN(Cc2ccccc2C)C3=O)c1	-29	8	i
Cc1ccc(S(=O)(=O)N(C)C)cc1NC(=O)COC(=O)CCC1CCCC1	-35	33	i
Cc1cc(NC(=O)C2CC(=O)N(c3cccc(Cl)c3)C2)no1 (centres undefined)	-18	3	i
Cn1nc(C(C)(C)C)c([N+](=O)[O-])c1C(=O)N1CCOCC1	-4	16	i
O=C(CSc1nccc(-c2cccs2)n1)Nc1ccc(Cl)cc1	-31	38	i
OCc1nc2ccccc2n1CCCCOc1ccccc1	-17	12	i
COc1cccc(C2=NCCc3cc4c(cc32)OCO4)c1OC	-20	18	i
Cn1c(C(=O)NCCCN2CCCC2=O)cc2c(=O)n(C)c3ccccc3c21	-6	7	i
Cn1c(-c2ccc3c(c2)OCO3)cnc1N	-10	8	i
Cc1cc2nc(C3CCN(C(=S)NCCCOC(C)C)CC3)[nH]c2cc1C	-25	19	i

Profiles, quoted from the list. Order of values: OX1R antag-1 | OX1R antag-2 | CHT PAM
Entry for O=C(CSc1nccc(-c2cccs2)n1)Nc1ccc(Cl)cc1 : -31 | 38 | i
Entry for C/C=C(/C)C(=O)O[C@@H]1[C@H](OC(=O)C=C(C)C)c2c(ccc3ccc(=O)oc23)OC1(C)C : -24 | 18 | i
Entry for Cc1cc2nc(C3CCN(C(=S)NCCCOC(C)C)CC3)[nH]c2cc1C : -25 | 19 | i
Entry for O=C(NC1CCCCC1)C(=S)N1CCOCC1 : -12 | 7 | i
Entry for COc1cccc(C2=NCCc3cc4c(cc32)OCO4)c1OC : -20 | 18 | i

(listing goes on)
SMILES	OX1R antag-1	OX1R antag-2	CHT PAM
Cc1nn(C)c(C)c1CNC(=O)c1cc2n(n1)C(C(F)(F)F)CC(c1cccs1)N2 (centres undefined)	-5	16	i
COc1cccc(N2CCN(C(=O)c3cc(C)oc3C)CC2)c1	-3	11	/
COc1ccc(CNC(=O)COc2ccc(C)nc2[N+](=O)[O-])cc1	-18	16	i
CC(C)OCCCNC(=O)c1ccc(N(C)S(C)(=O)=O)cc1	7	3	i
Cc1nc2c(c(C)nn2-c2ccccc2)c(C)c1CCC(=O)NCCCOC(C)C	-35	0	i
O=C(CC1=NCCNC(c2ccccc2)C1)c1ccccc1O (centres undefined)	-21	14	i
CCc1sc(C(=O)N2CCN(CC(=O)Nc3cccc(F)c3)CC2)cc1C	9	9	/
Cc1nn(CC(=O)NC(=O)NC2CCCCC2C)c(=O)c(C#N)c1C (centres undefined)	-16	6	i
Cc1ccc(S(=O)(=O)N2CCN(S(=O)(=O)c3c(C)n[nH]c3C)CC2)cc1C	-21	3	/
Cc1ccc(-c2nc(COC(=O)C3=NN(c4ccccc4)C(=O)CC3)cs2)cc1	-15	0	/
O=C1C(Cc2ccc3[nH]ccc3c2)NC(=S)N1c1ccccc1 (centres undefined)	-12	5	i
O=C(Nc1ccc2ncccc2c1)c1cccc(Br)c1	-19	10	i
Cc1nnc(SCC(=O)Nc2ccccc2F)n1Cc1ccco1	-29	-2	i
COc1ccc(-c2nnn(CC(=O)N(CC(=O)NC3CCCC3)c3ccccc3)n2)cc1OC	-23	15	i
Cc1scc(-c2n[nH]c(=S)n2C(C)c2ccccc2)c1C (centres undefined)	-37	28	i
Cc1ccccc1C(=O)NN1C(=O)CSC1=S	6	7	i
O=C(Nc1ccccc1)OCC1CCCN2CCCCC12 (centres undefined)	-22	16	i
C/C(=N\Nc1ccc(Cl)c(C(=O)O)c1)c1cccc([N+](=O)[O-])c1	-12	23	i
COc1ccc2oc(=O)c(C(=O)C[n+]3cccc(C)c3)cc2c1	4	23	i
COC(=O)Nc1ccc(S(=O)(=O)N2CCCc3ccccc32)cc1	1	24	i
CCN(C(=O)CSc1nnc(C)c(=O)[nH]1)c1cccc2ccccc12	-107	2	/
CCOC(=O)c1sc(=S)n(-c2ccc(C)cc2)c1SC	-7	12	i
COc1cc(/C=N/NC(=O)c2cc3ccccc3cc2O)ccc1OCCN1CCCCC1	9	14	i
CN(C)S(=O)(=O)c1ccc(C(=O)OCC(=O)c2ccc3c(c2)NC(=O)CO3)cc1	5	9	i
COc1ccc(N2CCN(C(=O)c3cc(C)on3)CC2)cc1	-8	4	i
CCC(C)c1ccccc1OCCn1ccnc1 (centres undefined)	-18	21	i
O=C(CSc1ccccc1)N1CCCC(Nc2ccccc2)C1 (centres undefined)	-19	5	i
CC1(C)CNC(=O)CC(C)(C)N1	-6	11	i
CC(C)COc1ccc(C(=O)OCC(=O)NCc2cccs2)cc1	-27	5	/
CNc1nc(OCC(F)(F)F)nc(OCC(F)(F)F)n1	-19	5	i
O=C(O)c1cc(S(=O)(=O)N2CCN(C(=O)c3ccco3)CC2)c(Cl)cc1Cl	-4	22	i
[O-][n+]1c2c(nn1-c1ccccc1Cl)-c1nonc1CC2	-8	3	i
Cc1cnc(C(=O)OC(C(=O)Nc2cc(C(F)(F)F)ccc2Cl)c2ccccc2)cn1 (centres undefined)	-27	8	i
O=C(CCCC(=O)N(CC(=O)NC1CCCC1)Cc1ccc2c(c1)OCO2)Nc1ccccn1	-20	-3	i
Cc1ccccc1Nc1nc(N)nc(CSc2nnc(-c3ccccc3)n2C)n1	-33	20	i
C[C@@H]1CN([C@H](C)CO)C(=O)Cc2cc(NS(=O)(=O)c3cn(C)cn3)ccc2O[C@H]1CN(C)S(=O)(=O)c1ccc(Cl)cc1	4	0	/
CCOC(=O)C1CCN(C(=O)Nc2ccc3nccnc3c2)CC1	-14	43	i
O=C(c1ccco1)N1N=C(c2ccc(Br)cc2)CC1(O)C(F)(F)F (centres undefined)	-50	24	i
COc1ccc(N(C)S(=O)(=O)c2cccc(C(=O)NC3CCCCCC3)c2)cc1	-29	19	i
COc1ccc(CNC(=O)CSc2nnc(C(F)(F)F)n2C)cc1	-23	11	i
NC(=O)Nc1ccc(C(=O)OCC(=O)N2CCc3ccccc3C2)cc1	5	-4	/
NC(=O)c1ccc(-n2nnnc2SCC(=O)Nc2ccc(N3CCOCC3)c(Cl)c2)cc1	-4	9	i
CCCc1[nH]nc2c1C1(C(=O)N(CC)c3ccccc31)C(C#N)=C(N)O2 (centres undefined)	1	7	i
CCn1c(N)c(C(=O)NCCCOC)sc1=S	-23	26	i
Cc1c(O)cc2n(c1=O)-c1ccc(Cl)cc1C2(C)C	-12	35	i
O=c1[nH]c(SCc2ccccc2)nnc1-c1ccccc1	8	4	i
O=C(Nc1ccccn1)c1ccc2c(=O)n3c(nc2c1)CCCCC3	-35	0	/
CC(=O)Nc1ccc(S(=O)(=O)N=S(C)C)cc1	-9	19	i
CC(Sc1nnc(C2CC2)n1C1CC1)C(=O)N(C)Cc1cccc(F)c1 (centres undefined)	-4	8	/
COc1ccc(-c2ccc(-c3noc(-c4ccco4)n3)c(OC)n2)cc1	-19	7	i
CC1CN(S(=O)(=O)c2ccc(C(=O)OCc3ccc(C#N)cc3)cc2)CC(C)O1 (centres undefined)	19	10	/
COc1ccc(C2C3=C(CC(C)(C)CC3=O)Oc3ncn(Cc4ccco4)c(=N)c32)cc1 (centres undefined)	-29	2	i
COc1cc(OC)cc(C(=O)Nc2ccccc2C(=O)NCc2cccnc2)c1	-34	9	i
